hcGAS inh: human cGAS inhibition. AID 1259398. 0.081% of 290,000 active. inhibition, % at 12.5 µM. recombinant h-cGAS, ATP depletion, Kinase-Glo luminescence;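 further: 0% = vehicle reaction and 100% = reaction without DNA for no activity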
Target sequence (Q8N884 whole entry, looked up): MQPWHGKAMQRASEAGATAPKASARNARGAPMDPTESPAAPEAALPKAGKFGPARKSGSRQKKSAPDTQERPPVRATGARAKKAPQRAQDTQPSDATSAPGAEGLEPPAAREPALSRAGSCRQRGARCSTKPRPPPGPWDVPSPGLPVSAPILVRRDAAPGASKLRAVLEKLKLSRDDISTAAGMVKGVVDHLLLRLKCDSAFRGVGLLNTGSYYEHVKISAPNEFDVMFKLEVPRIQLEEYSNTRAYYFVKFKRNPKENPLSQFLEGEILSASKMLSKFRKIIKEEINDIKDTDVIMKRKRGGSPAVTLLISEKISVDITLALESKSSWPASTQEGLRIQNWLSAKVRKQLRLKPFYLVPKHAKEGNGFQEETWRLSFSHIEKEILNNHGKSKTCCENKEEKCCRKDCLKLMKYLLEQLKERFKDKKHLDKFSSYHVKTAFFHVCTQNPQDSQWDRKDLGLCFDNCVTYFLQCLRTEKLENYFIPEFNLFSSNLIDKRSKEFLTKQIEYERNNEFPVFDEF
NPYLR7 agonist: mosquito NPYLR7 agonism | HEK293T NPYLR7/Galpha15, GCaMP6s calcium fluorescence | activation, % at 10 µM | 0.15% of 270,000 active | AID 1259423; in the data active means activation above about 40%;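 further: 0% = vehicle and 100% = reference agonist at the receptor; some compounds past the cut are filed as inactive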
mcGAS lum: blocks mouse cGAS activity. Q8C6L5. recombinant cGAS, Kinase-Glo ATP depletion luminescence. inhibition, % at 12.5 µM. 0.15% of 160,000 active;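 further: 0% = negative control wells and 100% = reference inhibitor with no enzyme activity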
An asterisk follows results filed as active; · = no result given; & = joins results of further samples. Unless noted, no stated cut-off is given here; in the data, active means inhibition above about 40%; inactive means the rest.

| Molecule | hcGAS inh | mcGAS lum | NPYLR7 agonist |
| --- | --- | --- | --- |
| CN(C)Cc1cccc(N=C(c2ccccc2)c2c(O)[nH]c3cc(C(=O)N(C)C)ccc23)c1 | -11 | -8 | -9 |
| Cc1nc(CC(=O)NC(c2nnc3n2CCNCC3)C(C)C)c(C)s1 (stereo not drawn) | -6 | -14 | · |
| Cc1cccc(C)c1C1c2cccn2CCCN1Cc1ccc(F)cc1F (stereo not drawn) | -9 | -1 | 15 |
| COC(=O)c1ccc(C2Oc3ccccc3CN2C2CCCCC2)cc1 (stereo not drawn) | -4 | · | 4 |
| CN1C(=O)C(=Nc2sc3c(c2C#N)CCCC3)c2ccccc21 | 0 | · | 8 |
| COc1cccc(C(=O)C(C#N)=Cc2ccccc2OC(F)F)c1 | -2 | -1 | -1 |
| Fc1cnccc1-c1nc(C2CCOC2)no1 (stereo not drawn) | -8 | · | -4 |
| Cc1ccccc1-c1ncc(CNCCc2ccccn2)s1 | -3 | -9 | 17 |
| COc1ccc(OC2CCN(C3CCCC3)CC2)c(C(=O)NCCn2ccnc2C)c1 | -10 | -9 | -1 |
| O=C(N1CCN(CCc2ccccn2)CC1)C12CC3CC(CC(C3)C1)C2 | 4 | 0 | · |
| C=CCN(CC=C)c1cc(Cl)nc(SCC(=O)O)n1 | -6 | -5 | -4 |
| CCCCCCc1cc2cc(-c3csc(Nc4ccc(F)cc4)n3)c(=O)oc2cc1O | -5 | · | -7 |
| CCc1nnsc1-c1nc(C2CC2)nn1-c1ccccc1 | -8 | -11 | -4 |
| CCC(=O)N(CCOC)CC(=O)N(Cc1ccc2c(c1)OCO2)Cc1sccc1C | -3 | -4 | -7 |
| O=C(c1cccc2cc[nH]c12)N1CCN(Cc2cccc(-c3noc(-c4cccc(C(F)(F)F)c4)n3)c2)CC1 | -5 | -3 | 33 |
| O=C(NCCc1cccc(C(F)(F)F)c1)c1cn(CCc2ccccc2)nn1 | -12 | -11 | 0 |
| CC(=O)Oc1c(-c2ccc(N)cc2)c(-c2ccc(N(C)C)cc2)nn1-c1cccc(F)c1 | -2 | · | 3 |
| CNC(=O)Cn1c(C)cc(=O)c2cccc(C)c21 | -8 | -8 | 9 |
| CC(=O)Cn1cnc2c(nnn2-c2cccc(C)c2)c1=O | -9 | -10 | -4 |
| CCOC(=O)Cc1csc(NC(=O)CSc2nnc(C)s2)n1 | -3 | -5 | 7 |
| O=C(COc1ccccc1Br)Nc1ccc2c(c1)OCO2 | 1 | 2 | 0 |
| CCN(CC)S(=O)(=O)NCCOc1ccc(Cl)cc1 | -9 | · | 1 |
| O=[N+]([O-])c1cc2c(c(CSc3nc4ccc([N+](=O)[O-])cc4s3)c1)OCOC2 | -5 | · | -2 |
| Cn1ncc(CN2[C@@H]3CC[C@H]2CNC(=O)C3)c1C1CC1 | -1&-6 | · | 23&22 |
| Fc1ccc(-c2cc3ncnc(NN=Cc4ccncc4)c3s2)cc1 | -6 | · | 5 |

Six consecutive records already listed, for reference:
| Molecule | hcGAS inh | mcGAS lum | NPYLR7 agonist |
| --- | --- | --- | --- |
| Cc1cccc(C)c1C1c2cccn2CCCN1Cc1ccc(F)cc1F (stereo not drawn) | -9 | -1 | 15 |
| COC(=O)c1ccc(C2Oc3ccccc3CN2C2CCCCC2)cc1 (stereo not drawn) | -4 | · | 4 |
| CN1C(=O)C(=Nc2sc3c(c2C#N)CCCC3)c2ccccc21 | 0 | · | 8 |
| COc1cccc(C(=O)C(C#N)=Cc2ccccc2OC(F)F)c1 | -2 | -1 | -1 |
| Fc1cnccc1-c1nc(C2CCOC2)no1 (stereo not drawn) | -8 | · | -4 |
| Cc1ccccc1-c1ncc(CNCCc2ccccn2)s1 | -3 | -9 | 17 |

Additional records
| Molecule | hcGAS inh | mcGAS lum | NPYLR7 agonist |
| --- | --- | --- | --- |
| Cc1cccc(NC(=O)CSc2nc(=O)n(CCN3CCOCC3)c3c2CCCC3)c1C | 1 | -6 | 1 |
| Cc1cc2ccccc2n1CCNC(=O)Nc1c[nH]c2ccccc12 | -6 | -9 | -6 |
| O=C(CC1C(=O)NCCN1Cc1ccccc1C(F)(F)F)NCc1ccon1 (stereo not drawn) | -4 | · | 5 |
| O=c1[nH]c2cc(Cl)ccc2cc1CN1CCN(Cc2cccnc2)CC1 | -3 | · | 18 |
| O=C(c1ccc(=O)[nH]n1)N1CCN(C(=O)c2ccco2)CC1 | -3 | · | 12 |
| COc1ccc(-n2c(-c3ccccc3)cc(C(=O)NCc3ccccn3)c2C)c(OC)c1 | -6 | -3 | · |
| COCCN(CC(=O)N(Cc1ccc2c(c1)OCO2)Cc1ccc(C)o1)C(=O)COCc1ccccc1 | -7 | -5 | -4 |
| COc1ccc(NC(=O)CNC(=O)CN(Cc2ccco2)C(=O)c2ccccc2C)cc1 | -6 | -2 | 3 |
| CCCOc1c(CNC(=O)C2CC3(CCNCC3)CN2)cccc1OC (stereo not drawn) | -6 | · | 8 |
| COc1cc(OC)cc(C(=O)N2CCC3(CC2)NC(=O)c2cc(F)c(F)cc2N3)c1 | -6 | -5 | 3 |
| C=CCOC(CN1CCN(C(=O)CCC(C)C)CC1)c1cccc(N2CCCC2)c1 (stereo not drawn) | 5 | -2 | · |
| COCCN(CC(=O)N(CCc1ccc(OC)c(OC)c1)Cc1sccc1C)C(=O)c1ccc(Cl)cc1Cl | -4 | -5 | · |
| Cn1c(CSc2nnc(NCc3ccco3)s2)cc(=O)n(C)c1=O | -6 | · | 7 |
| CCC(C)N(CC(=O)N(CCc1ccc(OC)c(OC)c1)Cc1ccco1)S(=O)(=O)c1ccc(OC)cc1 (stereo not drawn) | -10 | -5 | -2 |
| Clc1ccccc1-c1ncnn1CN1CCN(c2ncccn2)CC1 | -4 | -11 | 4 |
| O=S(=O)(/C=C/c1ccccc1)N1CCc2nc(-c3ccccc3)nc(N3CCOCC3)c2C1 | -11 | -5 | · |
| COc1ccc(-c2nc(C)cc(C)c2C(N)=O)c2ccc(C)nc12 | -1 | · | 22 |
| COCCN(CCC(=O)NCCc1ccccc1)c1nc(Cc2cccc(OC)c2)ns1 | -5 | -4 | 7 |
| CCN(CC)CCCn1c2c(c(SCC(=O)Nc3cc(Cl)ccc3OC)nc1=O)CCC2 | -4 | -5 | -1 |
| CN1CCN(c2nc(C(=O)NCCC(F)(F)F)cs2)C1=O | -12 | · | -1 |
| COC(=O)c1cc(-c2ccco2)nc2c1c(-c1ccccc1)nn2C1CCS(=O)(=O)C1 (stereo not drawn) | -11 | · | 9 |
| O=C(COCc1ccccc1)N1CCC2(CC1)SCCN2C(=O)c1ccc(C(F)(F)F)cc1 | -6 | -5 | -6 |
| CN1CCOc2cc(C(=O)N3CC[C@@H](c4ccc5c(c4)OCO5)[C@H](O)C3)ccc21 | -3 | · | 3 |
| O=S(=O)(NCC1(O)CCCNCC1)c1ccc(-c2ccccn2)s1 (stereo not drawn) | 3 | -9 | · |
| Cc1nonc1OCCNc1ccccc1COCC(O)CN(C)C1CCCCC1 (stereo not drawn) | -4 | · | 5 |
| Cc1c(-c2ccccc2)[nH]c2c(CNC(=O)Cc3ccn(C)c3)cc(Cl)cc12 | -5 | -13 | 10 |
| Cc1ccc(-c2cc(C(=O)O)n3nc(C(C)(C)C)cc3n2)cc1 | 0 | · | -6 |
| CCN1CCN(C(=O)c2cc(-c3ccccc3OC)n3nc(C(C)(C)C)cc3n2)CC1 | -5 | -2 | -1 |
| Cc1ccccc1S(=O)(=O)NC(=O)C1(C)CCN1C(=O)CC1CCCC1 (stereo not drawn) | -1 | · | 18 |
| C#CCN1C(=O)[C@]2(C)[C@H](c3ccccc31)[C@@H](C(=O)NC)CN2C(=O)COc1ccccc1 | -4 | -7 | 0 |
| Cc1ccc(C2CCCC2N(C)C(=O)CCS(C)(=O)=O)cc1 (stereo not drawn) | -6 | · | 2 |
| C=CCN1C(=O)c2ccccc2NC1c1cnn(-c2ccccc2)c1 (stereo not drawn) | -5 | -12 | 0 |
| CCCc1nc(N2CCN(Cc3ccccc3O)CC2)c2cnn(-c3ccccc3)c2n1 | -9 | -8 | · |
| CC1CN(c2cc(Cl)nc(SCC(=O)NC3CC3)n2)CCN1C(=O)c1cccc(F)c1 (stereo not drawn) | -4 | -4 | -2 |
| C=CCN(CC(=O)N1CCc2sccc2C1c1ccc(F)cc1)S(=O)(=O)c1ccc(NC(C)=O)cc1 (stereo not drawn) | -9 | -6 | 33 |
| O=C(CCCCCn1c(=O)[nH]c2ccsc2c1=O)NCc1cccs1 | 0 | · | 1 |
| COc1ccccc1N1C[C@@H]2C[C@@H](c3nccn3-c3cccc(C)c3)N3CCC[C@@]23C1=O | -2 | -3 | 7 |
| CC1CN(C(=O)CCNC(=O)CCOc2ccccc2Cl)CC(C)O1 (stereo not drawn) | -7 | · | 5 |
| CCOC1CCN(Cc2cc3cc4c(cc3[nH]c2=O)CCC4)CC1 | -7 | -8 | 0 |
| NS(=O)(=O)N1CCc2sccc2C1c1ccccc1 (stereo not drawn) | -1 | · | -3 |
| O=C(NC1CCCCC1)ON1C(=O)CCC1=O | -5 | · | 4 |
| O=C(O)c1ccc(S(=O)(=O)Nc2ccc3sccc3c2)cc1 | 4 | · | 6 |
| O=C1NCCN(Cc2ccc(F)cc2Cl)C1CC(=O)N(CCO)Cc1ccccc1 (stereo not drawn) | 6 | · | -4 |
| COc1cccc(NC(=O)c2nn(-c3ccccc3C)c(=O)cc2OC)c1 | -6 | · | 1 |
| COC(=O)C1CN(C(=O)CN(C)Cc2ccccc2Cl)c2ccccc2O1 (stereo not drawn) | -11 | · | 4 |
| CN(Cc1cccc(F)c1)S(=O)(=O)c1ccccc1Cl | -6 | -15 | 0 |
| Cc1ccc(C(C)NC(=O)c2cc3c(F)cc(Br)cc3[nH]2)o1 (stereo not drawn) | -5 | · | -2 |
| CCCCC(O)CN(CCC)Cc1c(C)nn(-c2ccccc2)c1Oc1ccc(Cl)cc1 (stereo not drawn) | -4 | -6 | -8 |
| CCOc1ccccc1C(=O)Oc1ccc2ccc(O)cc2c1 | 1 | · | -8 |
| Oc1c(C(Nc2ncccn2)c2ccco2)ccc2cccnc12 (stereo not drawn) | -5 | · | 2 |

Further records
| Molecule | hcGAS inh | mcGAS lum | NPYLR7 agonist |
| --- | --- | --- | --- |
| CCn1ccnc1CN(C)C(=O)CN(c1ccc(C)cc1)S(C)(=O)=O | -6 | -8 | 5 |
| Cc1c(C(=O)N(C)C)cnn1-c1ccccc1 | -6 | -5 | 13 |
| CCOc1ccccc1NC(=O)N(CCOC)CC(=O)N(CCc1c[nH]c2ccccc12)Cc1ccc(C(F)(F)F)cc1 | -2 | -5 | 23 |
| CC1(C(=O)NCCc2c[nH]c3ccccc23)CCN1Cc1ccc(OC(F)(F)F)cc1 (stereo not drawn) | -6 | · | 15 |
| CSCCC(=O)N(CCN1CCCCC1)CC1CCCN(C2CCCC2)C1 (stereo not drawn) | 1 | -4 | -1 |
| CNC(=O)CSc1nc(-c2ccccc2)c(NC(=O)c2c(F)cccc2F)s1 | -2 | -6 | -7 |
| C=CCn1cc(C(=O)NCCc2ccc(OC)cc2)c2nn(-c3ccccc3)c(=O)c-2c1 | -6 | -9 | 8 |
| CCC(C)NC(=O)CC1=CSC2=NC(C)=C(C(=O)OC(C)C)C(c3ccccc3C)N12 (stereo not drawn) | -22 | · | -2 |
| O=C1NCCN(Cc2ccccc2)C1CC(=O)N1CCSCC1 (stereo not drawn) | 0 | · | 9 |
| Cc1cccc(-n2c(-c3ccc(Cl)cc3)cc(C(=O)N3CCOCC3)c2C)c1 | 1 | 0 | 10 |
| N#Cc1c(N=Cc2sc3ccccc3c2O)sc2c1CCCC2 | -11 | · | -2 |
| CC(C)C(=O)Nc1ccc(N(C)C)c(CN(C(=O)c2ccc(F)cc2)C(C)c2ccccc2)c1 (stereo not drawn) | -4 | -9 | 16 |
| O=C(CCC1CCCN(Cc2ccc3cc(Cl)ccc3n2)C1)Nc1ccccc1F (stereo not drawn) | -6 | 0 | 14 |
| CN1CCN(CCCN(C)C(=O)NCc2ccc(Cl)cc2)CC1 | 2 | · | 2 |
| CCOCCCN(CC(=O)c1c(C)c(C(=O)OCC)n(CC)c1C)C(=O)COc1ccccc1 | -4 | -4 | -8 |
| C=CCNC(=O)NC(=O)Cn1nnc(-c2cccc(C(F)(F)F)c2)n1 | -6 | -16 | 0 |
| Cn1ccnc1SCC(=O)c1ccc(I)cc1 | -8 | · | -1 |
| COCCN(Cc1ccsc1)S(=O)(=O)CCc1ccc(OC)cc1 | 3 | · | 5 |
| CCCCN(C)C(=O)c1nc2ccccn2c1CN1CCC[C@@H]1C(N)=O | -11 | -12 | · |
| C=CCC(O)(CC=C)c1ccc(CN(CCN2CCOCC2)Cc2ccc(F)cc2)o1 | -1 | -3 | 1 |
| CC(=O)Nn1ccc2c(cnc3nc(C)nn32)c1=O | -5 | · | 3 |
| O=C1NC(=S)N/C1=C\c1ccc(N2CCOCC2)c([N+](=O)[O-])c1 | -1 | 5 | -10 |
| CCCc1oc2cc(O)ccc2c(=O)c1Oc1ccccc1 | -2 | · | -24 |
| CCCC(CCC)C(=O)Nc1c(C)nc2c(C)cccn2c1=O | -14 | · | 2 |
| COc1ccc(CN2CCC(C(=O)NC(c3ccc(C)cc3)c3ccccn3)CC2)cc1 (stereo not drawn) | -3 | -3 | -6 |

Reformatted with each value named: entries from further up.
CCCc1oc2cc(O)ccc2c(=O)c1Oc1ccccc1
  hcGAS inh: -2
  mcGAS lum: ·
  NPYLR7 agonist: -24
CCCC(CCC)C(=O)Nc1c(C)nc2c(C)cccn2c1=O
  hcGAS inh: -14
  mcGAS lum: ·
  NPYLR7 agonist: 2

Random draw from the library, and some 0.26% of all compounds hit somewhere here.
